Screens deposited in PubChem BioAssay by several laboratories.
GPR7 antag: GPR7 receptor antagonists, primary screen, cell-based, fluorescence, single concentration | Neuropeptides B/W receptor type 1 (Homo sapiens), P48145 | GPR7-expressing cells, fluorescence antagonist assay | inhibition, % at 4.4 µM | hit rate 1.1% among 290,000; in the data active means inhibition above about 16%, passing the limit was not always enough;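 further: cells stimulated with the agonist NPW; 0% = agonist with vehicle and 100% = vehicle without agonist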
pCIP destab: p/CIP-EGFP fusion destabilizers, primary screen, fluorescence, F442A cells. Q05BA5. 16 h. decrease of EGFP signal, % at 10 µM. hit rate 0.01% among 290,000;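 active means EGFP signal decrease of at least 30% at 10 µM or well 3 SD below plate mean, unless failing retest; inactive means the rest, including hits failing retest or dose response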; further: some compounds called inactive have numbers as strong as hits; many of its hits are not listed in these tables
PHOSPHO1 block: PubChem AID 1565; recombinant PHOSPHO1, absorbance phosphatase assay; Phosphoethanolamine/phosphocholine phosphatase (Homo sapiens), Q8TCT1; inhibition, % at 13.3 µM; hit rate 1.1% among 290,000; in the data active means inhibition above about 60%
IMP-1 inhibitor: IMP-1 metallo-beta-lactamase inhibitors, primary screen, biochemical, epi-absorbance readout, Pseudomonas aeruginosa enzyme; purified IMP-1, nitrocefin hydrolysis, epi-absorbance fluorescence; inhibition, % at 5.6 µM; hit rate 0.45% among 290,000;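 active means inhibition above the mean plus 3 SD of all compounds in the same screening run, cut at about 4.5% in these data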;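 further: 0% = IMP-1 with DMSO and 100% = DMSO wells lacking enzyme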
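System: Purified IMP-1 | Read-out basis: Percent enzyme inhibition | Controls: IMP-1 with DMSO as 0%, enzyme-free DMSO as 100% | Replicates: One well per compound | Doses: 5.6 µM nominal single concentration | Detection: Epi-absorbance fluorescence, 480 nm excitation, 530 nm emission | Incubation: 25 °C, 15 min preincubation, 25 min reaction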
IDE inh: human IDE inhibitors in live cells, primary screen, fluorescence polarization, HEK cells, FAbetaB substrate. inhibition, % at 5.59 µM. hit rate 0.41% among 320,000. FAbetaB cleavage;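 active means percent inhibition above the average of all tested compounds plus 3 SD, set per screening campaign, cut at about 16% in these data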;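 further: IDE supplied by intact live HEK cells; FP after avidin binding of uncleaved biotin substrate so inhibition keeps polarization high; 0% = DMSO wells and 100% = 60 µM reference IDE inhibitor Ii1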
Target sequence (P14735 whole entry, looked up): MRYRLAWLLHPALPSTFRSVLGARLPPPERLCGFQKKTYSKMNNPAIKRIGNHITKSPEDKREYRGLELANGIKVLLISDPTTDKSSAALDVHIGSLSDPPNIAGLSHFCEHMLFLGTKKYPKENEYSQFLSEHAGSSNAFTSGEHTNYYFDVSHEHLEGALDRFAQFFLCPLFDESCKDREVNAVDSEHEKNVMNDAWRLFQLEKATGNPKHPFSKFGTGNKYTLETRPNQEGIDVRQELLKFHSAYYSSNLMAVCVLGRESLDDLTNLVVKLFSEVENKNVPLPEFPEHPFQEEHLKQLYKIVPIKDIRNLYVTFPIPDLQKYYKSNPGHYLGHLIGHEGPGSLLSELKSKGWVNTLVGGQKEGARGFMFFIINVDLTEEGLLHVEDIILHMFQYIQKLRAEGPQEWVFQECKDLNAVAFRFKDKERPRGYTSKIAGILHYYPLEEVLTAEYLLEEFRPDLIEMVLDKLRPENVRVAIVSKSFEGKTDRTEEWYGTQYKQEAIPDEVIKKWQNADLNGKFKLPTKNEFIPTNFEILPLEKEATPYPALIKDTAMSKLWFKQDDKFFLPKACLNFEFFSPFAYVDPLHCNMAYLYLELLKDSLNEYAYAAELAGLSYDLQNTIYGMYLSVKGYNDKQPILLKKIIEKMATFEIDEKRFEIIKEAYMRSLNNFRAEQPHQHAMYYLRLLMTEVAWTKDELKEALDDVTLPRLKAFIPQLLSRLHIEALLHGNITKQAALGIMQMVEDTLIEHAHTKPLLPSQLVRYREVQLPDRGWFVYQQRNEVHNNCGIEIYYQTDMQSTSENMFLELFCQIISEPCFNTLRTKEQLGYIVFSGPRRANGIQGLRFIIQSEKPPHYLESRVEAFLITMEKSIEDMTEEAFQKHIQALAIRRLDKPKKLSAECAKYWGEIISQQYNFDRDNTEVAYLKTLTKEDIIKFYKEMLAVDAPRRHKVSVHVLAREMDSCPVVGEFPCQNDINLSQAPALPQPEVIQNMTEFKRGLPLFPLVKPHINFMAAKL
IDE cell activ: human IDE activators in live cells, primary screen, fluorescence polarization, HEK cells, FAbeta-B substrate; Insulin-degrading enzyme (Homo sapiens), P14735; FAbeta-B cleavage; 0% vehicle, 100% cell-free pure enzyme wells; activation, % at 5.96 µM; hit rate 0.073% among 340,000; AID 493087, 2011;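 active means activation above the mean of all tested compounds plus 3 SD, set per screening campaign, cut at about 17% in these data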
M18AAP inhibitor: PfM18AAP inhibitors, malaria aminopeptidase, primary screen, biochemical, QFRET, recombinant enzyme; inhibition, % at 7.35 µM; hit rate 1.2% among 290,000; H-Glu-NHMec fluorogenic cleavage; M18 aspartyl aminopeptidase (Plasmodium falciparum 3D7);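 active means inhibition above the campaign mean inhibition over all tested compounds plus 3 SD, cut at about 28% in these data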;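 further: 0% = plate median of test compound wells and 100% = 2 mM ZnCl2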
VIM-2 inhibitor: VIM-2 metallo-beta-lactamase inhibitors, primary screen, biochemical, epi-absorbance readout, Pseudomonas aeruginosa enzyme. purified VIM-2, nitrocefin hydrolysis, epi-absorbance fluorescence. hit rate 0.89% among 290,000. inhibition, % at 5.6 µM;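 active means inhibition above the mean of all tested compounds plus 3 SD, cutoff set per screening run, cut at about 7.5% in these data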;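 further: red hydrolysis product quenches plate fluorescence so inhibitors raise well fluorescence; 0% = enzyme with DMSO and 100% = DMSO without enzyme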
NALP1 inh: NALP1 inflammasome inhibitors in reconstituted yeast, colorimetric, S. cerevisiae, triplicate retest | inhibition, % at 10 µM | S. cerevisiae NALP1/ASC/caspase-1 growth, X-gal OD620, 72 h | hit rate 0.61% among 280,000; in the data active means inhibition mostly above about 24%, no sharp cut-off; inactive means mostly below about 32%; further: some compounds called inactive have numbers as strong as hits
An asterisk follows results filed as active; x = not tested or not shown.

SMILES	GPR7 antag	pCIP destab	PHOSPHO1 block	IMP-1 inhibitor	IDE inh	IDE cell activ	M18AAP inhibitor	VIM-2 inhibitor	NALP1 inh
COCC(=O)Nc1cc(C(=O)Nc2cccc(C)c2C)ccc1Cl	-6	-16	14	-1.5	-3	5	-11	-2.6	6
CC1(C)Cc2ccccc2C(NNC(=O)c2ccncc2)=N1	6	-1	37	-2.8	-2	-2	-5	-3.1	0
CCCCC1CCC(c2nc(-c3cccnc3)no2)CC1 (centres undefined)	5	-5	-4	0.1	-1	4	-20	-1.1	-7
CC(C)(C)C(=O)Nc1cccc2[nH]ncc12	0	-4	4	-0.6	5	8	-2	-2.5	13
C=C1CSc2nc(=O)c3c4c(sc3n21)CCC4	x	-5	1	x	-3	-1	x	x	18
CCOc1ccccc1CN1CCN(C2CCC2)CC1CCO (centres undefined)	-9	5	x	-3.0	3	2	3	-2.7	-10
COc1ccc(Nc2cc(C)nc3c(C)cccc23)cc1OC	-22	-8	41	-1.9	5	2	4	10*	12
Cc1ccc(Nc2nc(C(=O)NCc3ccco3)cs2)cc1	-4	-7	7	-1.7	6	3	12	-1.8	9
O=C(CCSCc1cccc(F)c1)NCCc1ccccc1	5	12	29	-1.0	1	1	-1	-2.7	27
COc1ccc(Cl)cc1S(=O)(=O)N1CCN(Cc2ccc3c(c2)OCO3)CC1	12	0	6	-2.1	1	6	2	-1.5	6
COc1ccc(C(=O)NCC(=O)NCCc2c[nH]c3ccccc23)cc1OC	2	4	-5	-2.5	7	4	0	-1.2	-2
COc1ccc(/C=N/NC(=O)CCc2nc3ccccc3[nH]2)cc1	-6	-7	6	-5.3	-2	-2	8	-4.8	15
COc1ccc2nc(NC(=O)c3cccnc3SC)sc2c1	1	-3	-3	0.7	-2	-1	3	2.0	35
CCN(CC)Cc1c(O)ccc2c(C)c(CC(=O)OC)c(=O)oc12	-1	-5	15	-4.2	-2	2	5	-2.0	3
COc1ccc(OCC(O)Cn2c(N3CCCCC3)nc3c2c(=O)n(C)c(=O)n3C)cc1 (centres undefined)	20	-1	32	0.7	-3	0	2	0.8	9
N#C/C(=C\C=C\c1ccccc1[N+](=O)[O-])C(=O)NCc1ccccc1	-3	-12	-1	-2.5	10	3	11	-4.5	9
Cn1c(SCc2nnc3n2CCCCC3)nc2ccccc21	3	-10	-7	0.6	-2	-3	3	0.5	24
CC1CCCCN1C(=O)/C(=C\c1ccccc1)c1ccccc1 (centres undefined)	5	2	16	-2.8	1	5	3	0.1	3
COc1cccc(NC(=O)C/C(C)=N/NC(=O)C2CCCCC2)c1	-9	-2	40	-1.0	0	5	5	-2.5	-7
O=c1nc(-c2ccccc2)nc(-c2ccccc2)[nH]1	-9	0	-17	-2.3	5	4	2	-2.1	1
COCCCNC(=O)CN1CCN(Cc2ccc(Cl)cc2)C1=O	-8	-8	-7	-3.5	3	2	5	-1.1	0
CC(C)Cn1c(N)c(C(=O)COC(=O)Cc2cccs2)c(=O)n(C)c1=O	-12	-10	37	4.2	-5	4	-6	0.7	17
CC(C)CC(NC(=O)OC(C)(C)C)C(=O)NC(C(=O)NC(C)C(N)=O)C(C)C (centres undefined)	-3	-7	4	-0.9	2	1	-18	-0.5	25
O=[N+]([O-])c1ccc(O)c(Nc2ncnc3ccccc23)c1	0	3	52	-3.0	-5	7	5	-3.1	15
Nc1c(C(=O)NCc2ccccc2)nnn1Cc1cccc(Cl)c1	4	-12	-13	-1.9	6	-7	4	-0.9	7
Cc1ccc2nc(N(CCCN(C)C)C(=O)c3ccc(S(=O)(=O)N4CCOCC4)cc3)sc2c1	-9	-18	0	-0.6	-1	3	-2	0.1	10
Cc1nc(-c2ccc(-n3nncc3-c3ccco3)cc2)cs1	0	-19	33	-3.6	4	3	16	-0.8	14
CCOc1ccc(OCCCC(=O)NC2=NCCS2)cc1	6	9	6	-0.1	1	3	2	-0.6	17
Cc1c(C(=O)O)oc2ccc3c(c12)C(O)CC(C)(C)O3 (centres undefined)	-10	-6	44	0.1	1	-1	-3	-2.2	12
O=c1c2ccccc2oc2nc3n(c(=O)c12)CCCS3	-1	-11	-8	0.9	8	4	-24	8.4*	20

Whole records from above. Order of values: GPR7 antag, pCIP destab, PHOSPHO1 block, IMP-1 inhibitor, IDE inh, IDE cell activ, M18AAP inhibitor, VIM-2 inhibitor, NALP1 inh
CCOc1ccc(OCCCC(=O)NC2=NCCS2)cc1 is listed as 6, 9, 6, -0.1, 1, 3, 2, -0.6, 17
Cc1nc(-c2ccc(-n3nncc3-c3ccco3)cc2)cs1 is listed as 0, -19, 33, -3.6, 4, 3, 16, -0.8, 14
O=c1nc(-c2ccccc2)nc(-c2ccccc2)[nH]1 is listed as -9, 0, -17, -2.3, 5, 4, 2, -2.1, 1
O=c1c2ccccc2oc2nc3n(c(=O)c12)CCCS3 is listed as -1, -11, -8, 0.9, 8, 4, -24, 8.4*, 20

Continuation.
SMILES	GPR7 antag	pCIP destab	PHOSPHO1 block	IMP-1 inhibitor	IDE inh	IDE cell activ	M18AAP inhibitor	VIM-2 inhibitor	NALP1 inh
CC1=CC(C)[C@@H]2COC(c3ccc(O)cc3)[C@H]1C2C (some centres undefined)	2	-5	3	0.5	2	1	14	1.2	6
CCOC(=O)C(Oc1ccc(=O)n(-c2ccccc2)n1)C(C)=O (centres undefined)	-9	-8	1	-2.3	-5	3	6	-0.4	-26
CC(C)C(=O)NNc1ccccc1	-12	-6	2	-2.0	-2	-1	4	-5.5	32
COc1ccc(-n2nc(C(=O)NCC(=O)N3CCOCC3)c3ccccc3c2=O)cc1Cl	-6	7	24	-2.1	1	1	-2	-2.4	8
COc1cc(NS(=O)(=O)c2ccc(NC(=O)COc3ccc(C)cc3)cc2)nc(OC)n1	-6	-12	11	-3.4	0	-2	-9	-2.3	26
COC(=O)C1=C(C)NC(=O)CC1c1cccc(OC)c1OC (centres undefined)	-2	-2	-26	-1.0	-7	3	-4	-0.4	31
O=C1c2ccccc2C(=O)N1CN(C(=O)COc1ccc(Cl)cc1Cl)c1cccc(F)c1	-10	0	-1	-2.7	0	5	-1	0.5	19
COc1cc(NC(=O)c2ccc3c(c2)OCO3)ccc1NC(=O)C(C)C	-7	-2	15	-0.5	1	5	-9	-0.8	12
COc1cc(OC)cc(C(=O)NC2CCCN(Cc3ccc(Cl)cc3)C2)c1 (centres undefined)	5	1	30	1.6	-4	5	-1	1.3	19
O=C(NC1CC2CCCC(C1)N2Cc1ccco1)NC12CC3CC(CC(C3)C1)C2 (centres undefined)	1	-3	7	-4.2	4	2	2	-3.4	-4
CCC(C)c1ccccc1N1CC(C(=O)Nc2ccccc2N2CCCC2)CC1=O (centres undefined)	23	-4	38	-4.7	-1	2	21	-1.8	7
Cc1nc2nc(C)c(NS(=O)(=O)c3ccc(Cl)cc3)c(=O)n2[nH]1	-2	16	8	-2.5	2	1	-3	-1.3	18
O=C(CN1CCN(c2ncccn2)CC1)N1CCCC1	-8	-14	37	-2.4	3	3	-1	-0.6	-2
Cc1ccc(C(=O)Cn2nnc3ccccc32)cc1	-5	-54	18	-2.6	0	-3	-1	-2.1	11
CN(CC(=O)NCc1cccs1)S(=O)(=O)c1cccc2nsnc12	0	1	4	-2.1	-5	0	2	-2.1	23
NC(=S)N/N=C1\c2ccccc2-c2c(C(=O)O)cccc21	-4	-13	5	-2.0	-2	-4	16	0.7	9
CCSc1ncnc2c(C#N)c3n(c12)CCCCC3	-12	-14	-4	-2.7	-6	3	4	3.8	2
COc1ccc(CNC(=O)Cn2nc(C(F)(F)F)c3c2CCC3)cc1	-10	0	-10	-1.7	6	1	-3	-2.4	20
CN(C)CC(C)(C)CNS(=O)(=O)c1ccc(Cl)s1	10	-6	-45	-0.8	1	-2	1	0.6	-4
COc1ccccc1N1CCN(CC(O)COc2ccc3c(c2)CCC3)CC1 (centres undefined)	1	-1	13	-2.9	7	-2	3	-2.7	25
CCN(CC)CC(=O)NC1CC(C)(C)Cc2c1cnn2-c1ccc(F)cc1 (centres undefined)	-12	-6	30	-1.5	4	-1	0	-1.9	9
COc1ccc(C(CC(=O)NCC(OC)OC)NS(=O)(=O)c2ccc(Cl)cc2)cc1 (centres undefined)	-12	11	-34	-0.4	-3	6	-9	0.8	3
COc1ccc(NC(=O)COc2ccc(N(C)S(=O)(=O)c3ccc(C)cc3)cc2)cc1	-4	2	21	-1.0	4	7	2	-3.3	13
CCN(Cc1ccccc1)C(=O)c1ccc(CS(=O)c2ccccc2C)o1 (centres undefined)	-3	-4	32	-1.1	-1	2	4	-4.6	-25
COc1ccccc1NC(=O)COC(=O)C1CC2C=CC1C2 (centres undefined)	-7	-8	16	-2.1	2	1	2	-3.7	9
O=C(NC1CCN(C(=O)Nc2cccc(F)c2)CC1)c1ccco1	4	2	19	-1.8	5	4	0	-0.4	16
COc1ccc2c(c1)C(=NNC(=O)c1ccccn1)c1cc(OC)ccc1-2	-5	-16	-21	-4.8	1	1	-3	-5.4	24
Cc1ccc2nc(/C(C#N)=C\c3cc(C)n(-c4cccc([N+](=O)[O-])c4)c3C)[nH]c2c1	-12	-8	35	-1.4	4	-9	4	-2.5	-4
CCOC(=O)CSC1=C(C#N)C(c2ccc3c(c2)OCO3)CC(=O)N1 (centres undefined)	14	-15	16	-2.7	-2	3	3	-1.3	18
CC(C)Cc1nc2oc3c(NCCCN4CCOCC4)ncnc3c2c2c1CCC2	-12	-8	8	-0.7	2	-6	5	1.9	9
CCn1c(SCC(=O)c2ccccc2)nnc1-c1ccoc1C	-8	0	16	-3.7	-1	0	3	-1.2	-7
O=C(C1CCCCN1S(=O)(=O)c1ccccc1)N1CCN(Cc2ccccc2)CC1 (centres undefined)	-7	5	12	-2.3	0	5	5	-1.8	-5
CC1=C(C(N)=O)C(c2cccc(O)c2)n2nc(CCCO)nc2N1 (centres undefined)	4	-9	13	-4.0	-2	0	-3	-5.1	33
COc1cccc(-c2nc3ccccc3c(=O)n2NC(=O)c2cccnc2Cl)c1	-6	6	-3	-4.3	5	4	-4	-1.2	22
COc1ccccc1C1N(c2ccc(F)cc2)C(=O)C2CCCN21 (centres undefined)	-1	2	-20	-1.7	2	5	-7	-0.5	24
Cc1ccc(NC(=O)CCC(=O)Nc2nnc(C3CCCCC3)s2)cc1	-14	-7	40	-3.6	2	8	20	-2.6	-7
COCCN1CN=C(Nc2nc3ccccc3s2)NC1	-3	-11	48	-0.5	-9	6	14	-3.8	9
O=C(CCCCCn1nnc2ccccc2c1=O)N[C@H](C(=O)O)c1ccccc1	-7	8	12	-1.1	0	5	-1	-1.3	-6
CCC(C)NC(=O)/C=C/c1ccc(S(=O)(=O)NCc2ccco2)cc1 (centres undefined)	-14	-7	27	-2.6	-4	4	-3	-4.1	-2
